Assay outcomes deposited in PubChem BioAssay by several laboratories.
S1P4 ag – human S1P4 receptor agonism; actives 0.35% (n = 220,000); activation, % at 4.98 µM; S1P4-expressing cell line, agonist reporter assay; in the data active = activation above about 11%;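 note: 0% = DMSO vehicle and 100% = reference agonist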
NPY-Y1 PAM-ag – potentiators or agonists of human neuropeptide Y receptor Y1; P25929; NPY-Y1 expressing cells, potentiator/agonist activation; activation, % at 3.6 µM; actives 0.37% (n = 220,000); in the data active = activation above about 33%, passing the limit was not always enough;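 note: cells stimulated with NPY at EC10 then isoproterenol at EC100; 0% = low agonist plus stimulus and 100% = saturating agonist plus stimulus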
Target sequence (P25929 whole entry, looked up): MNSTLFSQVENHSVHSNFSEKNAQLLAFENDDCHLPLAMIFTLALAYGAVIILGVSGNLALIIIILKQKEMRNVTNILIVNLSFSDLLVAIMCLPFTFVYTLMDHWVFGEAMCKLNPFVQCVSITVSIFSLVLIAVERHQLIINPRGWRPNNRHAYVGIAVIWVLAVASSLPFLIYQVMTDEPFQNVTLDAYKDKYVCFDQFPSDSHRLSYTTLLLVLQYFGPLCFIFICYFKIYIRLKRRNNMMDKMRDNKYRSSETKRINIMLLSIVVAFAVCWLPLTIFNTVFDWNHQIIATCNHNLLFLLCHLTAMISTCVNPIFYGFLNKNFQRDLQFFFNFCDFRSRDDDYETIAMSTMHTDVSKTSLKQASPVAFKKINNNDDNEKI
BaF3 tox – counter-screen for JAK2V617F inhibitors: parental Ba/F3 viability inhibitors; inhibition, % at 5.6 µM; CellTiter-Glo ATP luminescence; actives 1.1% (n = 220,000);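 active = inhibition above a per-campaign cutoff, the mean inhibition of all tested compounds plus 3 SD, cut at about 27% in these data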;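 note: 0% = DMSO wells and 100% = JAK Inhibitor I control wells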
Ba/F3 V617F tox – reduce viability of Ba/F3 cells dependent on JAK2V617F; Ba/F3 EpoR-JAK2V617F viability, ATP luminescence; inhibition, % at 5.6 µM; actives 1.1% (n = 220,000);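 active = inhibition above the campaign mean plus 3 SD over all tested compounds, cut at about 24% in these data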;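 note: cytokine-independent growth of Ba/F3 cells driven by EpoR plus mutant JAK2; 0% = DMSO-treated cells and 100% = JAK inhibitor I control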
NPY-Y2 PAM-ag – potentiators or agonists of human neuropeptide Y receptor Y2; P49146; cells expressing NPY-Y2, potentiator/agonist read-out; activation, % at 3.6 µM; actives 0.45% (n = 220,000); AID 1359; in the data active = activation above about 27%;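 note: cells stimulated with NPY near EC25 plus isoproterenol at EC100; 0% = vehicle plus submaximal agonist and 100% = vehicle plus saturating agonist; some results beyond the cut were filed as inactive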
Target sequence (P49146 whole entry, looked up): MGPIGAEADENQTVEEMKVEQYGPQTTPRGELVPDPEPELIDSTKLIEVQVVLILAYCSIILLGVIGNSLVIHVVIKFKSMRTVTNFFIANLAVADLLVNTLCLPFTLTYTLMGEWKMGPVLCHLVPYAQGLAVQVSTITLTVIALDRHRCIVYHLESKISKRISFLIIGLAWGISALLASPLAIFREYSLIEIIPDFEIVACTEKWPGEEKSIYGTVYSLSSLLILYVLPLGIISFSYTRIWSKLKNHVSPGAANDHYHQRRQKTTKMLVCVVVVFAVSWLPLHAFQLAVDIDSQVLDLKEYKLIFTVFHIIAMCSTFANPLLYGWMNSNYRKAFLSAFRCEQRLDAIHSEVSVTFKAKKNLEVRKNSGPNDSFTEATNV
RBBP9 inh – blocks human serine hydrolase RBBP9; inhibition, % at 7.94 µM; recombinant RBBP9, FP-Rh probe fluorescence polarization; actives 0.2% (n = 220,000); O75884;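 active = inhibition above the campaign mean of all tested compounds plus 3 SD, cut at about 14% in these data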;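 note: plate controls were DMSO wells with RBBP9 for no effect and wells lacking RBBP9 protein for full effect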
Target sequence (O75884 whole entry, looked up): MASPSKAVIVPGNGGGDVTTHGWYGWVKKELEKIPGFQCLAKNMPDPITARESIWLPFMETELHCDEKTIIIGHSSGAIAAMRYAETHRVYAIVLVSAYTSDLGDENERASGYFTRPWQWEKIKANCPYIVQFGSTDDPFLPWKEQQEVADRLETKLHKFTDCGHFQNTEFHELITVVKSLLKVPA
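Controls: DMSO-treated enzyme wells and wells lacking RBBP9 | Material: RBBP9 protein | Technique: Fluorescence polarization | Replication: Single well per compound, no replicates | Buffer or medium: Tris-NaCl-Pluronic buffer, pH 8.0 | Timing: 30 min compound preincubation, 45 min probe labeling, 25 °C | Read-out basis: Percent inhibition from mP, scaled between DMSO and no-protein wells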
Runt-CBFb FRET – Runt domain-CBFb interaction inhibition. Q01196+Q13951. Cerulean-Runt/Venus-CBFb FRET ratio 530/480, 1 h. inhibition, % at 20 µM. actives 0.46% (n = 220,000);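 active = inhibition over about 50% at 20 µM in the single-dose screen, limit read from the data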;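 note: 0% = DMSO wells and 100% = excess unlabeled CBFb competitor control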
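Assay system: Cerulean-Runt domain fusion protein, energy donor; Signal: fluorescence energy transfer, 422 nm excitation, 530/480 nm emission; Timing: 1 h compound exposure, room temperature; Control set: unlabeled CBFb; Medium: Tris buffer pH 7.5 with salts and BSA; Compound: single test concentration of 20 µM, 1% DMSO final; Probe or stimulus: Venus-CBFb 100 nM.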
NPY-Y1 antag – blocks the human neuropeptide Y Y1 receptor; HEK293-CNG Y1 cells, membrane potential fluorescence; NPY at EC95, then isoproterenol; inhibition, % at 3.6 µM; actives 1% (n = 200,000);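 active = inhibition above the campaign mean inhibition of all tested compounds plus 3 SD, cut at about 20% in these data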;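 note: 0% = DMSO wells given NPY plus isoproterenol and 100% = isoproterenol alone without NPY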
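material = HEK293 cells with Y1 receptor plus CNG channel | also added = NPY 25 nM then isoproterenol 1 µM plus Ro 20-1724 25 µM | schedule = dye 3 h, compound 60 min room temperature, stimulation 45 min | measured by = membrane potential fluorescence | benchmarks = high control isoproterenol alone, low control NPY with isoproterenol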
S1P4 antagonist – antagonists of human S1P4 receptor; O95977; S1P4-expressing cells, antagonist mode, reporter read-out; inhibition, % at 4.98 µM; actives 0.26% (n = 220,000); AID 1510; in the data active = inhibition above about 29%;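 note: 0% = wells stimulated with agonist and 100% = vehicle wells without agonist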
Active calls of the source: *; . = not tested or not shown. An unsorted share of the library, and some 3.6% of all compounds hit somewhere here.

SMILES | S1P4 ag | NPY-Y1 PAM-ag | BaF3 tox | Ba/F3 V617F tox | NPY-Y2 PAM-ag | RBBP9 inh | Runt-CBFb FRET | NPY-Y1 antag | S1P4 antagonist
CCN(Cc1ccccc1)c1ccc(N=Nc2nn(C)c(C)c2[N+](=O)[O-])cc1 | -0.8 | 58* | 2 | -2 | 41* | 3 | -6 | -11 | -18
O=C(CSc1nc2[nH]ncc2c(=O)n1-c1ccccc1Cl)N1CCCC1 | -0.8 | -4 | 3 | 7 | -9 | -5 | 0 | -1 | -16
O=C(CN1CC(c2ccccc2)CC1=O)Nc1ccc2c(c1)OCO2 (centres undefined) | 4.4 | 0 | 6 | -1 | -1 | -10 | 0 | 6 | 4
COc1ccc(C)cc1NC(=O)c1nnn(Cc2cccc(C(F)(F)F)c2)c1N | 0.1 | -3 | 37* | 24* | 2 | 4 | 2 | -1 | 10
COc1ccc(NC(=O)C2C3C=CC(C3)C2C(=O)NCc2ccccn2)c(OC)c1 (centres undefined) | -2.0 | -13 | -1 | -3 | 5 | 3 | 0 | -2 | -11
O=C(COC(=O)c1nc(-c2ccccc2)n(-c2cccc(C(F)(F)F)c2)n1)NCc1cccs1 | 1.0 | -20 | 1 | 0 | -9 | -11 | -3 | 1 | 3
O=C(CSc1nnc(-c2cccc(S(=O)(=O)N3CCCCC3)c2)o1)NCCC1=CCCCC1 | 0.9 | 11 | 9 | 1 | 11 | -6 | -2 | 6 | -20
Cc1ccc(C2CC2c2n[nH]c(=S)n2-c2ccc(C)cc2)cc1 (centres undefined) | 0.9 | -27 | 3 | 0 | -12 | -11 | 14 | 5 | 0
Cc1ccc(C(=O)NCCSc2snnc2C)cc1 | -0.4 | -16 | 9 | 3 | -2 | -8 | 1 | -1 | -16
CCOc1ccc(C(=O)NC(=S)Nc2cccc(S(=O)(=O)NC3=NCCC3)c2)cc1 | -1.9 | -5 | 79* | 72* | -37 | -2 | 4 | 19 | -9
Cn1cnc2c1c(=O)n(Cc1cccc(Br)c1)c(=O)n2C | 0.8 | 0 | 8 | 1 | -2 | -3 | 0 | -5 | -5
O=c1[nH]c(O)c(C=Nc2ccc(Cl)cc2Cl)c(=O)[nH]1 | -0.4 | 1 | 0 | 0 | -1 | -2 | -1 | . | -4
Cc1noc(C)c1CSCC(=O)OCC(=O)N1CC(=O)Nc2ccccc21 | 0.9 | -10 | 0 | 2 | -5 | -7 | 0 | -2 | -3
Cc1ccc2cc(/C=N/NC(=O)[C@H]3C[C@@H]3c3ccccc3)c(Cl)nc2c1 | 0.6 | -3 | 7 | 4 | -8 | 5 | -5 | 5 | -6
CCOc1ccc(NC(=O)CN(c2ccc(OC)cc2)S(C)(=O)=O)cc1 | 0.7 | -8 | 1 | 1 | -7 | 1 | 2 | -7 | 13
CN(Cc1cc([N+](=O)[O-])c2cccnc2c1O)C1CCCCC1 | -2.8 | 13 | 3 | -4 | 4 | -2 | 8 | -5 | 8
Cc1ccc(C2CC(C(F)(F)F)n3ncc(C(N)=O)c3N2)cc1 (centres undefined) | 0.9 | 8 | -1 | -1 | 2 | -13 | -1 | -2 | -16
CN(C)c1ccc(C(=S)NC2CCCCC2)cc1 | 1.2 | 13 | 2 | -2 | -6 | -3 | 39 | 2 | -4
Cc1c(CN(C)C)c2c(n1Cc1ccccc1)C(=O)c1ccc(Br)cc1-2 | -4.9 | 26 | 3 | -1 | 28* | -7 | 0 | -3 | -7
O=C(Oc1cccnc1)c1cc(S(=O)(=O)N2CCOCC2)ccc1Cl | -0.7 | 23 | 3 | -3 | 7 | -5 | -1 | 0 | -6
Clc1cccc(CSc2ncn(-c3ccccc3)n2)c1 | 1.1 | -31 | 4 | -1 | -13 | 0 | -3 | 7 | -12
COc1ccc(C(=O)Nc2ccc(CN3CCOCC3)cc2)cc1 | -0.7 | 1 | 1 | -4 | 0 | 0 | 0 | -6 | 9
CNC(=S)N1N=C(c2ccccc2)CC1c1ccccc1Cl (centres undefined) | -2.6 | 8 | -1 | -3 | -13 | 4 | 0 | 1 | -2
O=C(Nc1ccc(-c2cn3c(n2)SCC3)cc1)c1ccco1 | -0.2 | 21 | -1 | -4 | -3 | -8 | -2 | . | 11
CCCCc1ccc(-n2nnnc2SCC(=O)Nc2cc(OC)c([N+](=O)[O-])cc2C)cc1 | 0.5 | 15 | 11 | 6 | -5 | 1 | 0 | 0 | -12
COc1ccc(Cl)cc1C(=O)CSc1nc(N)cc(N)n1 | 0.8 | -4 | -1 | -1 | -7 | -9 | 0 | -2 | 0
CCN(CC)C(=O)Cn1cc(C(=O)C(=O)NCCc2ccc(S(N)(=O)=O)cc2)c2ccccc21 | -0.2 | -11 | 9 | 4 | 1 | 0 | -2 | -2 | -29
CCn1c(=N)n(CC(=O)c2ccc(OC)c(OC)c2)c2ccccc21 | 0.0 | 4 | 3 | -1 | -19 | 4 | 2 | -1 | 14
CN(C)c1ccc(N=Cc2nc(-c3ccccc3)oc2OC(=O)c2ccccc2)cc1 | -0.1 | -1 | 6 | -1 | -7 | -3 | -8 | -5 | -14
COC(=O)c1ccc(S(=O)(=O)N2CCCCC2)o1 | -0.8 | 14 | 4 | -1 | 2 | 5 | 0 | -4 | -11
O=C(COC(=O)c1cc(Br)ccc1O)Nc1cc(S(=O)(=O)N2CCCC2)ccc1Cl | 2.0 | -13 | 0 | 1 | -7 | -9 | -3 | -1 | -14
Cc1cc(C)n(C(=O)c2cccc(S(=O)(=O)N3CCCCC3)c2)n1 | 0.1 | 10 | 0 | -4 | 1 | -7 | 0 | . | -5
COc1ccc(C[C@H]2CN3C(=NC[C@H]3C)N2CCNC(=O)c2ccc(C)c(Br)c2)cc1 | -0.2 | -11 | 0 | 11 | -22 | -24 | 1 | 2 | 22
Cc1ccc(N(CC(N)=O)C2SC(=O)N(C)C2=O)cc1 (centres undefined) | 3.0 | 7 | 1 | -2 | 4 | -10 | -2 | -1 | -19
COc1ccc(N2CCN(Cc3nc4c(c(=O)n(C)c(=O)n4C)n3CC(C)=O)CC2)cc1 | -0.6 | 15 | 5 | 3 | -5 | -1 | 0 | 3 | 1
COc1ccccc1-n1c(=O)[nH]c2c(C(N)=O)nc(CC(C)C)nc21 | 1.2 | 10 | 3 | 0 | -20 | -5 | 2 | 0 | -3
CCOc1cc(C)nc(NCc2ccccc2)n1 | 1.1 | 1 | 4 | -1 | 0 | 2 | 2 | 7 | -1
CCOc1ccc(N(CC)C(=O)COc2cc(=O)n(CC)c3ccccc23)cc1 | 0.9 | -5 | 2 | -4 | 6 | 2 | -2 | 4 | 0
S=C(NCCc1ccccc1)Nc1ccccn1 | -0.9 | -11 | 2 | 1 | 10 | -4 | 4 | 6 | -9
COc1cccc(OCCSc2nc(C)c(Cc3ccccc3)c(=O)[nH]2)c1 | -1.1 | -4 | 3 | 2 | -18 | -1 | -2 | 7 | -2
C/C(=N/NC(=O)c1ccco1)c1cccnc1 | 1.7 | 18 | 4 | 0 | 5 | -10 | -1 | -5 | -23
O=C(OCC(=O)N1CCN(C(=O)c2ccco2)CC1)c1cc(S(=O)(=O)Nc2ccc(Cl)cc2)ccc1O | -0.4 | 19 | 6 | 1 | 15 | 3 | -4 | 1 | -18
C=CCc1cccc(/C=N/n2cnnc2)c1O | 1.0 | -1 | 0 | -5 | 19 | 6 | -20 | 2 | -6
Cc1ccc(CCC(=O)Nc2ccccc2F)s1 | 185* | -6 | 11 | 3 | -9 | -1 | 0 | 7 | -8
Nc1nc(-c2ccc(F)cc2)cc(C(F)(F)F)n1 | -0.1 | -2 | 5 | 5 | -2 | 3 | 1 | 5 | -16
CC1(C)Cc2c(sc3nc(SCC(=O)NCc4ccccc4)n(-c4ccccc4)c(=O)c23)CS1 | -0.6 | 16 | 0 | -1 | 12 | -3 | -1 | -2 | 0
O=C(CNc1ccc2c(c1)OCO2)N/N=C\c1cn(Cc2ccccc2)c2ccccc12 | 0.4 | 15 | 5 | -1 | 7 | -2 | 9 | 1 | -6
CC(=O)c1ccc(N2CCN(C(=O)c3ccc(OCc4c(C)noc4C)cc3)CC2)cc1 | 0.7 | -14 | 10 | -1 | -4 | 3 | -5 | -1 | -9
CC(C)(C)C1CCC2(CC1)C(Nc1cccc(C(F)(F)F)c1)=NC(=S)N2CC#N (centres undefined) | 0.4 | -14 | 1 | -1 | 5 | 6 | 0 | 1 | 8
CC1(C)CC(=O)C=C(Nc2ccc(C(=O)O)cc2)C1 | -0.5 | 1 | 3 | 1 | -4 | -1 | 2 | -3 | -20
CCc1nnc(NC(=O)c2ccc(-c3ccccc3F)o2)s1 | 1.1 | 16 | 6 | 1 | -10 | -1 | 1 | 6 | -10
Nc1ccc(Br)cc1Br | 0.2 | 10 | -7 | 1 | 12 | 2 | -1 | . | -10
COC(=O)c1c(C(=O)OC)c(-c2ccccc2)n2c1CS(=O)(=O)C2 | -2.7 | -14 | 1 | -3 | 6 | -1 | 1 | -2 | -5
Cc1ccc(S(=O)(=O)N2CCN(c3ccc(C(=O)N4CCOCC4)cc3[N+](=O)[O-])CC2)cc1 | 0.2 | 11 | 7 | 1 | 14 | -2 | -7 | 1 | -15
Cc1ccc(SCc2nc3ccccc3n2CC(=O)Nc2ccc(Cl)cc2)cc1 | -1.0 | 13 | 8 | -1 | 5 | -16 | . | -3 | 4
CCN1CCC2(CC1)N=C(c1ccc(F)cc1)C(=S)N2C(=O)c1ccc(C(C)(C)C)cc1 | 1.5 | -12 | 4 | -1 | 4 | -7 | 10 | -1 | -18
COc1cc(CCCN2C(=S)NC[C@@H]2CCCCN)cc(OC)c1OC | 1.6 | -6 | 2 | -1 | -7 | 0 | -1 | 5 | 1
CSC(=NC#N)N1CCN(c2ccccc2)CC1 | -1.4 | 9 | 6 | 1 | 2 | 1 | -1 | 5 | -3

Part of the list above, reduced to RBBP9 inh, NPY-Y1 antag and S1P4 antagonist.
Molecule	RBBP9 inh	NPY-Y1 antag	S1P4 antagonist
Cc1ccc(S(=O)(=O)N2CCN(c3ccc(C(=O)N4CCOCC4)cc3[N+](=O)[O-])CC2)cc1	-2	1	-15
Cc1ccc(SCc2nc3ccccc3n2CC(=O)Nc2ccc(Cl)cc2)cc1	-16	-3	4
CCN1CCC2(CC1)N=C(c1ccc(F)cc1)C(=S)N2C(=O)c1ccc(C(C)(C)C)cc1	-7	-1	-18
COc1cc(CCCN2C(=S)NC[C@@H]2CCCCN)cc(OC)c1OC	0	5	1
